Tau fibril FP: qHTS for Inhibitors of Tau Fibril Formation, Fluorescence Polarization. AID 1468, 2008. Potency, µM (highest dose often 57.7 µM), for inactives: at the top dose activity, negative = inhibition, usual class: inhibitors. K18 P301L tau heparin fibrillization, Alexa594 FP, 6 h. actives 0.39% (n = 280,000); note: % is set by controls: 0 for no effect and ±100 for the full control effect; nearly all actives have a fitted effect of over 55% in size
Target sequence (P10636 561-689 P618L limits assumed): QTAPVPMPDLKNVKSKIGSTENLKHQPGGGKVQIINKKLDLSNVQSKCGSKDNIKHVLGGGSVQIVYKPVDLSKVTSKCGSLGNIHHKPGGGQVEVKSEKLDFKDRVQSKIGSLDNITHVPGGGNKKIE
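Steps: dispense K18 P301L tau (15 uM plus 0.24 uM Alexa 594 tracer, final) in pH 7 sodium acetate; add compound; add heparin (20 uM final); incubate 6 hr, 37 C; add ThT (30 uM final); after 1 hr ambient, read FP.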
Tau fibril ThT: qHTS for Inhibitors of Tau Fibril Formation, Thioflavin T Binding | actives 2.1% (n = 270,000) | recombinant tau K18 P301L, heparin-induced fibrillization, ThT fluorescence | Potency, µM (series often up to 57.4 µM), for inactives: at the highest dose activity, negative = inhibition, actives largely listed as inhibitors; note: % is set by controls: 0 for no effect and ±100 for the full control effect; nearly all actives have a fitted effect of over 55% in size
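K18 P301L tau (15 uM + 0.24 uM Alexa 594-tagged), heparin 20 uM, NaOAc pH 7, 6 h 37 C; ThT 30 uM, 1 h RT, ex 450/em 510 nm.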
TRb-SRC2 inh: qHTS for Inhibitors of the Interaction of Thyroid Hormone Receptor and Steroid Receptor Coregulator 2. AID 1469, 2008. Thyroid hormone receptor beta (Homo sapiens), P10828. Potency, µM (top dose mostly 106 µM), without a hit: at the top dose activity change, negative = inhibition, most hits filed as inhibitors. TRbeta-SRC2 peptide binding, fluorescence polarization; receptor liganded with 1 µM T3. actives 0.065% (n = 280,000);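 note: plate controls were bound peptide for no effect and peptide without receptor for full effect; nearly all actives have a fitted effect of over 50% in size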
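Compounds were added to 0.6 uM TRb ligand-binding domain and 20 nM Texas Red-labeled SRC2 peptide in Tris buffer containing 1 uM T3, incubated 5 hr at ambient temperature, then read by fluorescence polarization.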
L3MBTL1 inh: qHTS Assay for the Inhibitors of L3MBTL1 | Lethal(3)malignant brain tumor-like protein 1 (Homo sapiens), Q9Y468 | AlphaScreen L3MBTL1–H3K9me1 peptide binding | Potency, µM (doses to about 57.1 µM), without a hit: at the top dose activity, negative = inhibition, most hits filed as inhibitors | actives 0.66% (n = 230,000); note: % is set by controls: 0 for no effect and ±100 for the full control effect; nearly all actives have a fitted effect of over 60% in size
Target sequence (Q9Y468 whole entry, looked up): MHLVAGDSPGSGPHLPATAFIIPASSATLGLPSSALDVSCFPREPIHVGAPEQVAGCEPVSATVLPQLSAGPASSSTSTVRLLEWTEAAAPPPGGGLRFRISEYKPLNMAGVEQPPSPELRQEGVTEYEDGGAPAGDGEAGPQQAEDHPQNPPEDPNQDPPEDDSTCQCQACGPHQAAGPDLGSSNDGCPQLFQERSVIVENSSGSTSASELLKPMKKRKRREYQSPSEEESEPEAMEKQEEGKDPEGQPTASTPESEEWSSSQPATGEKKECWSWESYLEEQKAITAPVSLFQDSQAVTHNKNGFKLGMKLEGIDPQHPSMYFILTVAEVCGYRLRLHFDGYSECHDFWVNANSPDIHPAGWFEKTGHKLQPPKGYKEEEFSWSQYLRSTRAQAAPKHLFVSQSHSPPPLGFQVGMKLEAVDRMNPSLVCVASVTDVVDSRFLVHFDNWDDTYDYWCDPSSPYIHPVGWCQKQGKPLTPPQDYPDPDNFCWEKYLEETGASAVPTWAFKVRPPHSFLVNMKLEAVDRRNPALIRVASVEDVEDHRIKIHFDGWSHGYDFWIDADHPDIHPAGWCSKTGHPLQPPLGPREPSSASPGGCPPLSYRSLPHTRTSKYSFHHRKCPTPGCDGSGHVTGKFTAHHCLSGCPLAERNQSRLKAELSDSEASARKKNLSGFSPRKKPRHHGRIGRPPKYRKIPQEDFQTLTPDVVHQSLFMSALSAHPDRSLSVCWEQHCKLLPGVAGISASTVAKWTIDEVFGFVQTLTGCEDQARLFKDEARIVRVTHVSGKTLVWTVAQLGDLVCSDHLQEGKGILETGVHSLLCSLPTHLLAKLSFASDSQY
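AlphaScreen proximity signal between nickel-chelate acceptor and streptavidin donor beads (final 10 ug/mL) reports binding of 50 nM L3MBTL1 to 75 nM biotin-H3 K9me1 peptide; complex incubated with compounds 30 min at room temperature; cefsulodin titration as control.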
Tau fluor cs: Counterscreen qHTS for Inhibitors of Tau Fibril Formation, Fluorescence Polarization; tau K18 P301L Alexa594 fluorescence, heparin fibrillization; Potency, µM (highest dose often 57.7 µM), for inactives: at the top dose activity change, negative = decrease; actives 0.93% (n = 280,000); AID 1463, 2008; note: % is set by controls: 0 for no effect and ±100 for the full control effect; nearly all actives have a fitted effect of over 55% in size
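Human tau K18 P301L (15 uM unlabeled, 0.24 uM Alexa 594-labeled) in 100 mM sodium acetate pH 7 with 20 uM heparin, 6 hr at 37 C. ThT 30 uM added, 1 hr ambient; Alexa 594 FP and total fluorescence read at 555/632 nm.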
RECQ1 inh: qHTS Assay for Inhibitors of RecQ-Like Dna Helicase 1 (RECQ1) | RECQ1 DNA unwinding, red fluorescence kinetic read | Potency, µM (doses to about 57.3 µM), for the others: top-dose activity, negative = inhibition, actives largely listed as inhibitors | actives 0.54% (n = 240,000);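 note: plate controls were vehicle for no effect and no enzyme for full effect; nearly all actives have a fitted effect of over 30% in size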
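RECQ1T1 50 nM; forked duplex (20 bp + 30-nt ss tails) 200 nM, ATP 2 mM final; pH 8.0, 2 mM MgCl2, 2.5 ug/ml poly(dI-dC); 15 min compound preincubation; discontinuous kinetic read over 2 h at RT.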
TR SRC2 fluor cs: Total Fluorescence Counterscreen for Inhibitors of the Interaction of Thyroid Hormone Receptor and Steroid Receptor Coregulator 2 | TRb/SRC2 Texas Red total fluorescence interference | Potency, µM (titrated, usually from 106 µM), inactives show top-dose fluorescence change, negative = quenching | actives 0.29% (n = 280,000); active = well fitted curve in either direction with a large enough effect; inconclusive = small, poorly fitted or top-dose-only effect; note: % is set by controls: 0 for no effect and ±100 for the full control effect
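Human TRb ligand-binding domain at 0.6 uM with 20 nM Texas Red SRC2 peptide in Tris buffer containing 1 uM T3 and 5% DMSO, incubated with compound 5 h at ambient temperature. Total fluorescence (555/632 nm) calculated as parallel + 2 × perpendicular.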
HTT cytoprotect: qHTS Multiplex Assay to Identify Dual Action Probes in a Cell Model of Huntington: Cytoprotection (ATP); AID 1471, 2008; actives 0.14% (n = 230,000); Potency, µM (titrated, usually from 56.4 µM), for inactives: cytoprotection (ATP increase), actives largely listed as activators; PC12 HTT-Q103 induced, cytoprotection, ATP luminescence, 40 h;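 note: % of control where 0% means no effect; nearly all actives have a fitted effect of over 45% in size; toxic huntingtin expression switched on by the ecdysone agonist tebufenozide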
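Stable PC12 Q103-GFP cells in serum-supplemented, phenol red-free DMEM; induction by tebufenozide at 100 nM final; compound dose series; cell viability quantified luminescently from ATP.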
* marks the source's active call; other numbers are inactive results; i = inactive; ? = inconclusive; . = not tested or not shown; & = joins results of further samples; [ ] = remark or other dose. Unless noted, calls come from the whole dose curve; as a rule, active = well fitted curve in the direction sought with a large enough effect; inconclusive = small, poorly fitted or top-dose-only effect, or another doubt; inactive = no such curve, though single readings can be large; an effect the other way counts as inactive or inconclusive. Potency is the fitted concentration of half-maximal effect.

SMILES	Tau fibril FP	Tau fibril ThT	TRb-SRC2 inh	L3MBTL1 inh	Tau fluor cs	RECQ1 inh	TR SRC2 fluor cs	HTT cytoprotect
O=C(CNC(=O)c1cccc(F)c1)N/N=C/C=C/c1ccccc1	-5.0%	-10.2%	14.1%	.	-15.7%	-0.1%	0.0%	-40.9%
Cc1ccc(C)c(OCC(O)CN2CCN(CCN3C(=O)c4cccc5cccc(c45)C3=O)CC2)c1 (configuration not stated)	-2.5%	?	-8.3%	-9.2%	-25.5%	-2.3%	-4.0%	-14.5%[10 µM]
COc1ccccc1-c1cc(C(=O)Nc2c(F)cc(F)cc2Br)no1	-10.3%	-8.9%	-4.3%	3.9%	-20.7%	2.8%	-3.1%	-20.4%
COc1cc2c(cc1N/C=C(\C#N)c1nc(-c3ccc(F)cc3)cs1)oc1ccccc12	2.5%	.	-4.0%	.	-5.2%	-14.3%	-1.9%	22.8%[10 µM]
Nc1nc2c(c(=O)[nH]1)C(c1cccc3ccccc13)C1=C(N2)c2ccccc2C1=O (configuration not stated)	-9.7%	10µM*	2.3%	.	?	-7.9%	-7.1%	-65.5%[inhibitor]
CC(C)NC(=O)c1c(CSc2ccccc2)noc1C(=O)NCc1ccccc1	3.2%	-8.6%	-0.1%	.	-17.0%	i	-2.3%	2.2%[10 µM]
COC(=O)[C@H]1C[C@@H]1[C@H](NC(=O)OCc1ccccc1)c1ccccc1	-2.0%&1.7%	-8.5%&-7.3%	-2.3%&3.9%	5.2%	-17.2%&-15.0%	-2.1%&-1.5%	-2.9%&1.0%	6.5%
CC(C)(C)c1ccc(Cn2ccc(-c3ccc4c(c3)OCO4)n2)cc1	-1.7%	-12.4%	13.5%	23.2%	-20.7%	i	-1.6%	-18.2%
C[C@H]1Cc2c(-c3ccccc3)nc3c(c2CO1)CN(C(=O)NCc1ccco1)CC3	-1.1%[11.6 µM]	-6.6%[11.5 µM]	5.2%[11.2 µM]	.	-6.4%[11.6 µM]	-6.5%[11.5 µM]	-2.6%[11.2 µM]	-2.8%[10 µM]
Cc1ccccc1-n1nc(C)c2c1N=C1C(Cl)=CC(Cl)=CN1C2c1ccc(C(=O)O)cc1 (configuration not stated)	-7.5%	?	1.8%	-29.2%	-12.2%	-0.1%	-1.5%	-1.4%[10 µM]
Nc1ccc(Sc2nnnn2-c2ccccc2)c(Cl)c1	-0.2%	-5.0%	-1.6%	.	-9.6%	-1.8%	0.8%	16.8%
CN(C)c1cc[n+](CC(=O)c2ccc(Br)cc2)cc1	-7.7%	11.5%	3.4%	.	-3.8%	i	3.6%	-4.7%
CC(=O)c1sc(NC(=O)COc2ccc(Br)cc2)nc1C	-3.9%	-20.6%	3.8%	-3.2%	-15.7%	i	0.5%	1.6%[10 µM]
COc1ccc(NC(=S)N/N=C2\CC(C)(C)Oc3ccc(OC)cc32)cc1	11.5%	?	5.2%	-15.9%	-23.0%	-10.8%	-25.1%	-16.2%[10 µM]
COc1cc(C2SCC(=O)N2CCc2ccc(OC)c(OC)c2)ccc1O (configuration not stated)	7.3%	-4.1%	-0.8%	13.5%	0.2%	i	3.4%	9.1%
CC(NC(=O)COC(=O)c1ccc(N(C)C)cc1)c1ccccc1 (configuration not stated)	8.9%	-10.6%	1.9%	-6.5%	-0.1%	i	0.9%	-15.5%
CCN(CC)c1nc(Nc2ccccc2)nc(Oc2ccc(=O)[nH]n2)n1	-3.4%	-3.0%	-2.7%	-9.7%	-7.6%	-0.7%	1.1%	-17.6%[1.9 µM]
CCc1ccccc1NC(=O)Nc1cccc(F)c1	?	-9.2%	1.7%	13.9%	-19.4%	18.2%	0.2%	-76.1%[inhibitor]
Clc1ccccc1-c1nnc2sc(-c3ccc(Br)o3)nn12	-3.4%	-21.2%	7.9%	-5.7%	-13.7%	-11.1%	1.2%	-3.5%[0.074 µM]
COC(=O)C/C=C\[C@H](C)[C@@H](OC)c1ccccc1Br	-10.9%[11.6 µM]	-9.6%[11.5 µM]	-0.3%[11.2 µM]	.	-11.5%[11.6 µM]	17.8%[11.5 µM]	2.1%[11.2 µM]	-6.7%[10 µM]

Reprinted from the part before: four entries, then new ones.
SMILES	Tau fibril FP	Tau fibril ThT	TRb-SRC2 inh	L3MBTL1 inh	Tau fluor cs	RECQ1 inh	TR SRC2 fluor cs	HTT cytoprotect
CCN(CC)c1nc(Nc2ccccc2)nc(Oc2ccc(=O)[nH]n2)n1	-3.4%	-3.0%	-2.7%	-9.7%	-7.6%	-0.7%	1.1%	-17.6%[1.9 µM]
CCc1ccccc1NC(=O)Nc1cccc(F)c1	?	-9.2%	1.7%	13.9%	-19.4%	18.2%	0.2%	-76.1%[inhibitor]
Clc1ccccc1-c1nnc2sc(-c3ccc(Br)o3)nn12	-3.4%	-21.2%	7.9%	-5.7%	-13.7%	-11.1%	1.2%	-3.5%[0.074 µM]
COC(=O)C/C=C\[C@H](C)[C@@H](OC)c1ccccc1Br	-10.9%[11.6 µM]	-9.6%[11.5 µM]	-0.3%[11.2 µM]	.	-11.5%[11.6 µM]	17.8%[11.5 µM]	2.1%[11.2 µM]	-6.7%[10 µM]
CN(CCN1CCOCC1)Cc1nc(-c2ccccc2)no1	4.7%	-1.5%	7.9%	-6.0%	7.6%	i	-2.6%	42.7%[10 µM]
CCOC(=O)c1cccc(C(=O)OCC)n1	5.1%	-12.3%	-7.5%	-1.0%	8.2%	-9.3%	-0.5%	-4.0%
O=c1oc2ccc(Br)cc2cc1-c1nc(-c2ccccc2)no1	-14.0%	-6.6%	-3.2%	.	-5.0%	.	-1.1%	.
S=C1NCN(Cc2ccco2)CN1	-4.2%	-9.6%	-6.1%	9.0%	-12.6%	-6.5%	-1.0%	6.4%[10 µM]
O=S(=O)(c1ccc(F)c2ccccc12)N1CCCCC1	-1.7%	-2.8%	-29.7%	24.7%	-12.0%	-21.4%	0.4%	-4.2%[10 µM]
CC(C)Oc1ccc(OCCn2c(=S)[nH]c3c(N)ncnc32)cc1	0.6%	?	-2.1%	.	?	-1.9%	-1.8%	-44.6%[inhibitor]
Cc1csc(SCc2nc3scc(-c4ccccc4)c3c(=O)[nH]2)n1	-2.5%	-15.4%	3.3%	-8.5%	-13.1%	-11.1%	-5.2%	-26.1%
c1ccc(CNCCN2CCNCC2)nc1	-8.4%	-0.5%	7.1%	?	1.4%	i	2.2%	5.5%
CC(=O)Nc1cccc2ncccc12	-6.2%	-4.6%	-0.5%	8.6%	-6.0%	-25.7%	5.7%	17.7%[1.9 µM]
Cc1ccc(-c2nn(CC(=O)NC3CCCC3)c3c2cnc2ccccc23)cc1	-4.7%	-0.4%	7.9%	.	-1.6%	.	-1.1%	.
CCCN(CCC)C1CC(=O)N(Cc2ccccc2)C1=O (configuration not stated)	2.7%	-6.5%	7.2%	-1.3%	4.1%	1.6%	-0.8%	-18.1%
CN1CCN(c2ccc(Cl)cc2NS(=O)(=O)c2ccccc2Cl)CC1	2.4%	0.5%	6.7%	-4.7%	-6.1%	i	-1.7%	-15.6%[10 µM]
O=C(O)[C@H](Cc1ccccc1)N1C(=O)c2ccncc2C1=O	-4.0%	-6.1%	1.5%	-9.4%	-2.0%	5.8%	-1.3%	-3.7%
CCCN(CCC)S(=O)(=O)c1ccc(C(=O)N2CCn3c4c(c5cc(C)ccc53)CCCC42)cc1 (configuration not stated)	4.0%	-6.1%	4.5%	.	-10.4%	.	1.8%	.
CN(C)S(=O)(=O)Oc1cc(Cl)ccc1C(=O)Nc1ccc(F)cc1F	5.4%	-1.7%	-2.8%	17.9%	-1.5%	-6.8%	-1.2%	-5.8%
c1ccc2c(c1)c1c3n2CCNC3CCC1 (configuration not stated)	9.6%	0.0%	7.5%	-11.0%	6.4%	-1.1%	-0.1%	-6.6%[10 µM]
Cc1ccsc1CN(C(=O)c1oc2ccc(F)cc2c1C)C1CCS(=O)(=O)C1 (configuration not stated)	4.7%	-8.7%	-8.4%	.	-17.1%	.	3.1%	.
S=C(NCc1ccccc1)Nc1ccc2cn[nH]c2c1	-0.7%	-14.4%	2.5%	.	-19.3%	-7.7%	-2.5%	-3.1%[10 µM]
CC(=O)c1cc(-c2ccccc2)n(CCC(=O)Nc2ccc(C)cc2C)c1C	-13.2%	-3.5%	-0.4%	.	-11.7%	.	-26.3%	.
Cc1cc(C(=O)O)sc1C	4.3%	?	0.0%	-7.5%	-13.2%	-4.9%	2.5%	-10.4%[0.074 µM]
CC(=O)C1=C(C)NC(=O)NC1c1cccc([N+](=O)[O-])c1O (configuration not stated)	-3.7%	-5.2%	-4.3%	.	-0.4%	-11.5%	-6.2%	10.7%
CC(C)C[C@H](NC(=O)N1CCN(c2ccccc2)CC1)C(=O)O	8.5%	-3.6%	-1.8%	7.4%	-4.8%	i	-5.4%	-13.5%[0.074 µM]
COC(=O)[C@@]1(Cc2ccc(OC)cc2)[C@H]2c3cc(C(=O)N4CCCC4)n(CCc4ccc(OC)c(Br)c4)c3C[C@H]2CN1C(=O)c1ccccc1	-3.0%	-14.6%	-0.3%	.	-5.3%	-1.6%	-3.0%	-83.6%[inhibitor]
COc1cccc(-c2cc3nc(-c4ccccc4)cc(N4CCCC(O)C4)n3n2)c1 (configuration not stated)	?	-17.8%	1.0%	55.6%[activator]	?	-17.0%	-0.3%	-13.6%[10 µM]

Screens (PubChem)

A portion of the library, so the mix of outcomes need not match the whole.
